PLC-beta3 inh = inhibitors of human phospholipase C beta3; Q01970; inhibition, % at 12.2 µM; actives 0.18% (n = 370,000); Purified PLC-beta3, fluorogenic substrate, fluorescence; in the data active = inhibition above about 11%;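 note: 0% = median of compound wells on plate and 100% = full blocker control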
Target sequence (Q01970 whole entry, looked up): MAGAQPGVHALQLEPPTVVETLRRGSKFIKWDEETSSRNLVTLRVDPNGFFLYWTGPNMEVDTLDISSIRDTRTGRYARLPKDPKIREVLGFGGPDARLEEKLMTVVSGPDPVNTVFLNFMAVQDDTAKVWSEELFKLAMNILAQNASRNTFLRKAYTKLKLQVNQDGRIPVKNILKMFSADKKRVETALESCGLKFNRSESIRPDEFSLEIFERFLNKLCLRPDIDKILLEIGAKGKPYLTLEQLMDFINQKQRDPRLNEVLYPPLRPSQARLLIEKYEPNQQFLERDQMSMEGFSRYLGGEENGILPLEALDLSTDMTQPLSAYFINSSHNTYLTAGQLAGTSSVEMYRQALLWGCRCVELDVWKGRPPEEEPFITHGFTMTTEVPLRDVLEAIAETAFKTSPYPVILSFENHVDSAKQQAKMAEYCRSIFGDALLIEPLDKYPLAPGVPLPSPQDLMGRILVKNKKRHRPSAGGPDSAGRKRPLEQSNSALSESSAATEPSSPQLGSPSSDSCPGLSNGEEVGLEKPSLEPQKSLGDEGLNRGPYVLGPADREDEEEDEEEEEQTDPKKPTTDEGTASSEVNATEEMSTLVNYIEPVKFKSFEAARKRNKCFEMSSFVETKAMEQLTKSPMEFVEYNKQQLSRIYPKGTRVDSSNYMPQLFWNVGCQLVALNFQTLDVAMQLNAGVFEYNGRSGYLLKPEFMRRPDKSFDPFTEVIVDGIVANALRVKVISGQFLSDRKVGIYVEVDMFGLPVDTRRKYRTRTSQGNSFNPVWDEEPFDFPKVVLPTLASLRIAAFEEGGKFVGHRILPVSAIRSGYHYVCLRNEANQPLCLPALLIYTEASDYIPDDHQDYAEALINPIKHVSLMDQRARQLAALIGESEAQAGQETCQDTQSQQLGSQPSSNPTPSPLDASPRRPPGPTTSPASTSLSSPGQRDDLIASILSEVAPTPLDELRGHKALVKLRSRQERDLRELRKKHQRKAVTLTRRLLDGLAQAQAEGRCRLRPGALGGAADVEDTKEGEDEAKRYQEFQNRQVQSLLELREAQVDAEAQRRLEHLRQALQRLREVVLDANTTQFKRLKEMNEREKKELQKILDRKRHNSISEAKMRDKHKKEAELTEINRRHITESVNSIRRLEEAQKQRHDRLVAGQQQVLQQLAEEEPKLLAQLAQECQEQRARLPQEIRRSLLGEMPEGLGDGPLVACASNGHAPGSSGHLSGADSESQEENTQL
HGIII-sPLA2 inh = Inhibits HGIII-sPLA2 liposome hydrolysis, primary screen | Q9NZ20 | QFRET BODIPY PC-A2 liposome hydrolysis, fluorescence | inhibition, % at 12.2 µM | actives 0.56% (n = 370,000);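 active = inhibition above mean plus 3 SD of compounds lying within the high and low control bounds, cut at about 19% in these data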;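 note: 0% = median of test compound wells and 100% = no enzyme DMSO wells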
hcDAF12 agonist = activators of H. contortus DAF-12 nuclear receptor | HEK293 hcDAF-12 lit1-tk-luc reporter, luminescence; 0% DMSO, 100% Δ7-dafachronic acid | activation, % at 6.8 µM | actives 1.4% (n = 370,000);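 active = activation above the mean of all tested compounds plus 3 SD, cut at about 5.5% in these data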;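 note: 100% = response to 3 µM Δ7-dafachronic acid high control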
FXN GAA850 act = increases GAA850 frataxin promoter reporter activity | actives 0.56% (n = 360,000) | AID 540364 | activation, % at 6 µM | HEK293 lucGAA850 FXN promoter luciferase reporter, 24 h; percent of 10 µM SAHA response;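 active = activation above the average of all compounds screened plus 3 SD, cutoff fixed separately per campaign, cut at about 7.5% in these data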;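 note: 0% = DMSO wells and 100% = 10 µM SAHA wells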
DAX1 inh-1 = inhibits human nuclear receptor DAX1; actives 0.99% (n = 340,000); HEK293 Gal4-DAX1 luciferase reporter, luminescence; inhibition, % at 6.75 µM; AID 504766;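 active = inhibition above the mean over all tested compounds plus 3 SD, cut at about 4.2% in these data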;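 note: 0% = DAX1-transfected cells with DMSO and 100% = empty-vector control cells with DMSO; inhibition shows as a rise in luminescence from relieved DAX1 repression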
ssDAF-12 act = S. stercoralis DAF-12 activation, primary screen. AID 652126. HEK293 ssDAF-12/GRIP1 lit1-tk-luc reporter, luminescence; % of 3 µM dafachronic acid response. activation, % at 6.8 µM. actives 1% (n = 370,000);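 active = activation above the mean over all tested compounds plus 3 SD, cut at about 0.9% in these data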;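 note: 0% = DMSO-only wells and 100% = 3 µM delta7-dafachronic acid wells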
DAX1 inh-2 = DAX1 (NR0B1) inhibition, primary screen; AID 652010; actives 1.1% (n = 370,000); HEK293T StAR-luciferase reporter, SF-1/DAX-1 repression relief; inhibition, % at 6.8 µM;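 active = inhibition above the mean over all tested compounds plus 3 SD, cut at about 3.6% in these data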;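 note: 0% = DAX-1 cells with DMSO and 100% = cells lacking DAX-1 with DMSO; higher inhibition means more luminescence from relief of DAX-1 repression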
NR1D1 modulator = Rev-erb alpha (human) modulation. P20393. Rev-erbα–FITC-DNA binding, fluorescence polarization, 90 min. activity, % at 10 µM. actives 0.79% (n = 370,000). AID 1259318;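 active = activity above about 14%, limit read from the data; passing the limit was not always enough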;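 note: 0% = DMSO wells with 35 nM protein and 100% = DMSO wells with 750 nM protein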
PG9 Ab binder = small molecules binding HIV-1 gp120 antibody PG9; TR-FRET gp120-PG9 antibody binding; inhibition, % at 6.7 µM; actives 0.43% (n = 360,000); in the data active = inhibition above about 8.5%
hgDAF-12 ag = activates the H. glycines DAF-12 receptor ligand-binding domain; HEK293 GAL4-hgDAF12 UAS-luciferase reporter, agonist luminescence; normalized to butyrate control; activation, % at 6.8 µM; actives 1.8% (n = 370,000); AID 687014;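 active = activation above a cutoff set at the mean of all screened compounds plus 3 SD, cut at about 10% in these data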;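 note: 0% = DMSO wells and 100% = sodium butyrate wells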
SMARCA2 activ = activators of SMARCA2 function; activation, % at 9.1 µM; AID 652017; MG213 cells, MMTV-luciferase reporter, dexamethasone, overnight; actives 1% (n = 370,000); in the data active = activation above about 7.8%;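 note: 0% = vehicle wells and 100% = reference activator wells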
Numbers without * were called inactive; i = inactive; . = no result given.

Value order: PLC-beta3 inh, HGIII-sPLA2 inh, hcDAF12 agonist, FXN GAA850 act, DAX1 inh-1, ssDAF-12 act, DAX1 inh-2, NR1D1 modulator, PG9 Ab binder, hgDAF-12 ag, SMARCA2 activ
- O=C(O)CSc1nnc(COc2ccc([N+](=O)[O-])cc2)n1-c1ccccc1
  -2.7, -0.2, -1.0, 0.7, -0.1, -1.4, 0.0, 2.2, -0.2, -1.4, 0.4
- COc1cc(NC(=O)c2cccc(C)c2)ccc1NC(=O)c1cc2ccccc2o1
  -15.3, -2.6, 0.7, -2.4, -0.8, -1.0, -0.8, -4.7, -0.4, -0.5, -1.9
- N=c1c(S(=O)(=O)c2ccccc2)cc2c(=O)n3ccccc3nc2n1CC1CCCO1 (centres undefined)
  -417.0, 3.6, -2.3, 4.1, -0.7, -1.0, -1.0, 4.5, -0.3, -1.3, 0.2
- COCCCNC(=O)[C@H](Cc1c[nH]c2ccccc12)NC(=O)OCc1ccccc1
  -4.4, -45.2, 0.8, 1.3, 1.1, -0.5, 0.5, -6.7, -1.4, -2.4, -2.4
- O=C(NCc1ccco1)c1ccc(C(=O)NCc2ccco2)s1
  -2.5, 3.9, -0.7, -1.0, 1.1, -1.4, -0.8, 1.4, -0.3, 1.1, -3.0
- COc1ccc(/C(N)=N/OC(=O)Cc2ccccc2[N+](=O)[O-])cc1
  3.3, -40.0, -1.4, -0.5, -0.4, -1.4, 0.1, 1.6, -0.9, 0.4, 2.3
- O=C(NN=Cc1ccccc1OC(F)F)c1cccc(S(=O)(=O)N2CCCC2)c1
  3.3, 0.5, -1.7, 0.1, -2.9, -1.2, 0.4, 8.2, -1.9, -1.3, 5.0
- Cc1ccc(/C(N)=N/OC(=O)c2ccco2)cc1
  3.9, 2.9, 7.8*, 1.8, 0.2, 1.2*, 4.2*, 3.5, 0.3, 13.6*, 6.4
- Cc1cc(C(F)F)n2ncc(C(=O)O)c2n1
  -4.1, 8.6, -0.2, 3.2, 2.0, -1.6, -0.2, -2.4, -0.3, -1.8, -2.3
- CSc1ccc(S(=O)(=O)NCC(=O)OCC(=O)N(Cc2ccccc2)C(C)C)cc1[N+](=O)[O-]
  -0.8, -22.2, 0.5, 2.3, -0.4, -0.7, 1.6, -2.4, -0.9, 4.3, 1.8
- O=C(Oc1ccc2c3c(c(=O)oc2c1)CCC3)c1ccco1
  i, -1.7, 0.8, -0.7, -0.3, -2.2, -0.3, -7.8, -0.5, -1.3, -1.4
- CC(=O)Oc1ccc(-c2csc(Nc3ccccn3)n2)cc1
  -1.8, -4.7, 5.5, 1.8, 1.7, 0.1, 3.9*, -6.0, 1.4, 15.9*, -3.3
- Nc1nnc(Cc2ccc(Cl)cc2)s1
  3.3, 0.4, -1.6, 1.0, -0.1, -1.2, 0.2, 2.0, -1.6, -1.2, 1.0
- Cc1cc(OCCCN2CCCC2)ccc1Cl
  -6.1, -9.0, -0.7, 2.2, 3.4, -0.5, 0.5, 0.9, -0.1, 0.2, -4.0
- Cc1ccc(OCCOC(=O)c2sc(=S)n(C)c2C)cc1
  4.4, -3.3, -0.5, 2.3, 3.3, -1.0, -0.5, 1.8, 0.7, 1.0, -0.2
- COc1ccc(-c2cc(C(=O)N3CCN(S(=O)(=O)c4ccc(C)cc4)CC3)[nH]n2)cc1
  -0.7, 14.9, -0.1, -0.4, 1.4, -1.1, -1.1, 6.2, -2.3, 1.6, -1.6
- CC(C)C(=O)Nc1cccc(NC(=O)c2cccc(Br)c2)c1
  8.2, 4.7, 0.2, 1.3, -0.7, -1.7, -0.5, -1.9, -3.4, -1.5, 1.8
- Nc1cc(N)nc(SCC(=O)Nc2cccc(S(=O)(=O)N3CCCCC3)c2)n1
  -5.6, -0.5, -2.4, 0.8, 1.6, -1.6, -2.3, -5.6, -0.7, -0.7, 1.6
- Cc1ccc(NC(=O)c2ncn(CCCN(CCCn3cnc(C(=O)Nc4ccc(C)c(C)c4)n3)Cc3ccc4[nH]ccc4c3)n2)cc1C
  6.1, -10.0, -0.8, -1.6, 0.3, -0.8, 0.8, -6.0, 0.6, -0.8, -6.8
- Cc1nn(Cc2ccc(F)cc2)c(Cl)c1/C=N/NC(=O)c1cccnc1
  -1.4, -2.3, 0.7, 4.0, -0.7, -1.5, -0.4, -2.0, -1.1, 1.2, -1.7
- COc1cc(NC(=O)Cc2ccccc2)ccc1NC(=O)c1ccco1
  -0.8, -3.0, -1.6, 3.3, 0.1, -1.5, -0.7, 0.3, -2.9, -2.3, 2.3
- CC1=C(C(=O)OCc2ccccc2)C(c2cccc3ccccc23)NC(=O)N1CCCC(=O)O (centres undefined)
  2.6, 2.2, 0.8, 0.2, 0.4, -1.1, 0.0, -1.5, 0.2, 1.7, -0.6
- CCOc1ccccc1NC(=O)COC(=O)c1cc(C(=O)OC)cc([N+](=O)[O-])c1
  4.2, 0.5, 0.3, 2.2, -0.8, -0.7, -0.3, 6.1, 0.0, 2.2, -0.9
- Cc1noc(C)c1NC(=O)Nc1ccc2c(c1)C(=O)N([C@H](C)CO)C[C@H](C)[C@@H](CN(C)S(=O)(=O)c1cccs1)O2
  3.8, -2.1, -1.0, -0.3, 1.0, -0.8, 0.1, 2.6, 0.5, -2.6, 1.5
- COC(=O)[C@H](CC(C)C)N1Cc2nnn(Cc3ccc(C)cc3)c2-c2cc(F)ccc2S1(=O)=O
  0.2, -3.1, -1.0, ., ., -1.1, -0.4, 3.0, ., -1.7, -0.6
- Cc1nc(SCC(N)=O)[nH]c(=O)c1CCC(C)C
  0.6, -1.9, -0.3, -3.3, -0.1, -0.5, 0.1, 0.1, 1.7, -0.4, -0.1
- O=C(CCNc1ccc(F)cc1)c1ccco1
  -2.5, 6.8, 3.8, 2.0, -0.3, -0.6, 0.5, 4.3, -0.1, 3.3, 0.9
- O=C(Nc1nc2c(s1)CCCC2)c1cccs1
  -17.4, 0.3, 9.5*, -2.1, -1.5, 0.7, 3.0, 5.3, -0.2, 9.6, 2.1
- Cc1cccn2c(=O)c3cc(C(=O)NC4CCCCC4)c(=N)n(CCN4CCOCC4)c3nc12
  -87.6, -0.3, -3.0, 2.1, 0.4, -1.4, 0.2, -2.3, -0.5, -1.5, 5.0
- O=C(c1cc(-c2ccccn2)nc2c(Cl)cccc12)N1CCN(C(=O)C2CCCO2)CC1 (centres undefined)
  -2.6, 0.7, 2.1, -0.5, 0.4, -0.8, -0.6, -0.8, -0.8, -2.1, -1.1
- CCCCn1nc(C(=O)N(C)CC(=O)Nc2ccc(F)c(F)c2F)ccc1=O
  -5.5, 11.5, 0.2, 0.2, 1.2, -0.7, 0.8, 2.6, -1.9, -3.2, -2.0
- COc1ccc(-c2noc3c2-c2nc(-c4ccccc4Cl)sc2CC3)cc1
  -1.9, 2.6, -0.2, 1.4, 1.2, -0.8, 0.1, 1.6, -1.8, 0.5, -1.4
- Cc1ccsc1C(=O)OCC(=O)NC1CCS(=O)(=O)C1 (centres undefined)
  -1.9, -0.8, 0.7, 0.0, 1.2, -1.9, -0.4, 9.4, -2.7, 0.3, 2.1
- O=C(CSc1nnc(-c2ccncc2)o1)c1ccc2c(c1)OCCO2
  -0.6, -9.1, -1.8, 1.3, 1.9, -1.1, -0.5, 12.2, -2.6, 1.6, 2.0
- O=C(COc1ccc(S(=O)(=O)N2CCOCC2)cc1)Nc1ccccc1C(F)(F)F
  0.4, -7.1, 0.2, 1.3, 0.3, -1.6, 0.1, -1.2, -1.8, -0.1, 3.1
- O=C(NCCc1c[nH]c2ccccc12)OCc1cn(-c2ccc(F)cc2F)nn1
  -1.0, -81.9, -2.0, ., ., -0.8, -1.3, -1.5, ., 1.5, -0.4
- CCc1nc(SCC(=O)Nc2c(C)n(C)n(-c3ccccc3)c2=O)n[nH]1
  1.9, 4.9, -1.9, -0.4, 0.8, -1.1, -0.5, 3.1, 0.0, -1.2, 0.3
- O=C(Nc1ccnn1C1CCN(C2CCCC2)CC1)c1ccccc1
  0.4, 3.3, -0.8, 0.4, 1.4, -0.4, -0.4, -3.5, -0.9, -0.1, 3.8
- CC(C)(C)OC(=O)N1CCC[C@H]1C(=O)N/N=C/c1ccc2ncccc2c1
  -7.5, 14.9, -1.4, 0.5, 1.1, -0.7, 0.5, -1.7, 1.5, -0.1, -4.5
- COc1ccc(C2=CN(Cc3ccccc3)C(c3ccccc3)CC2=O)cc1 (centres undefined)
  -30.9, 0.4, 1.9, 0.2, 1.1, -0.7, 1.1, 2.0, -0.8, 7.5, 3.3
- O=C(CCNC(=O)c1ccc([N+](=O)[O-])cc1)NC1CCCCCC1
  0.8, -1.2, 0.6, -0.1, 0.5, -1.1, -0.7, 2.7, 0.2, 1.1, 2.1
- COCOc1ccc(C2CC(=O)c3c(OCOC)cc(OCOC)cc3O2)cc1 (centres undefined)
  -1.2, -2.6, -1.7, -0.9, -2.1, -1.2, -1.7, 5.8, 0.7, -1.8, 1.0
- Cc1cc(=O)n2[nH]c(-c3cccnc3)nc2n1
  1.2, 5.0, 0.3, ., ., 0.4, 0.6, -0.8, -1.7, 1.4, -3.3
- O=c1cc(C=NNc2ccc([N+](=O)[O-])cc2)[nH]c(=O)[nH]1
  -2.0, -6.3, 0.3, 0.5, 1.5, -1.0, 0.9, -3.6, -6.5, -0.4, -3.3
- O=C(c1ccc(Cl)c(S(=O)(=O)N2CCCC2)c1)N1CCN(c2ccccc2F)CC1
  -2.4, -5.2, -2.5, -1.6, -1.1, -1.5, -1.2, 3.5, -1.0, -1.2, -5.1
- O=C(NCCOC(=O)c1ccc([N+](=O)[O-])cc1)c1cccnc1
  5.2, 1.5, -1.8, 1.9, 0.3, -1.2, -0.9, 7.3, 0.1, 2.0, -3.7
- Cc1ccc(C(=O)CC(c2cccs2)S(=O)(=O)c2ccc(C)cc2)cc1 (centres undefined)
  0.2, 3.1, -0.2, 4.4, 0.9, -0.7, 0.7, 1.6, -0.4, 3.1, 0.7

Assay outcomes: PubChem, several laboratories
